Screening results (PubChem BioAssay)
NadD block: inhibitors of S. aureus NadD, primary screen, biochemical, colorimetric, uHTS; inhibition, % at 20 µM; AID 602399, 2012; Nicotinate-nucleotide adenylyltransferase NadD (Staphylococcus aureus N315); purified NadD enzyme, colorimetric absorbance read-out; 360,000 tested, 0.78% active; in the data active = inhibition above about 26%; note: some compounds past the cut are filed as inactive
MsrA inh: bovine MsrA enzyme inhibitors, primary screen, biochemical, absorbance, HTS; purified bovine MsrA, absorbance read-out; inhibition, % at 15.5 µM; 360,000 tested, 0.75% active; in the data active = inhibition above about 4.5%;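 note: 0% = vehicle wells with enzyme and 100% = reference inhibitor wells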
Rpn11 block: Rpn11 (PSMD14) deubiquitinase inhibitors, primary screen, biochemical, fluorescence polarization, uHTS; 26S proteasome non-ATPase regulatory subunit 14 (Homo sapiens), O00487; human 26S proteasome, Ub4-pepOG fluorescence polarization; 20S core pre-blocked with epoxomicin; calls only at 20 µM; 360,000 tested, 0.59% active; AID 588493, 2011;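 active = inhibition at 20 µM, scaled to each plate's controls, above about 33%, limit read from the data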
Target sequence (O00487 whole entry, looked up): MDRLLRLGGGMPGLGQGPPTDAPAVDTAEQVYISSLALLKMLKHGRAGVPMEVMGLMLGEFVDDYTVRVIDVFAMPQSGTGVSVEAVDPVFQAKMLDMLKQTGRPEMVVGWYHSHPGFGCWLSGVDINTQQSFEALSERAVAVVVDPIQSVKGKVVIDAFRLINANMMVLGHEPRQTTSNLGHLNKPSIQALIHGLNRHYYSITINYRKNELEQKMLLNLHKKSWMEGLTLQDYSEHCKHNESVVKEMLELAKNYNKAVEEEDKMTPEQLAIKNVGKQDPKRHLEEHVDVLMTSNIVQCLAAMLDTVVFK
DNMT1 inh: human DNMT1 methyltransferase inhibitors, primary screen, biochemical, molecular beacon, fluorescence, HinP1I cleavage, uHTS; DNA (cytosine-5)-methyltransferase 1 (Homo sapiens), P26358; inhibition (reported as % activation of signal), % at 10 µM; 360,000 tested, 0.83% active; in the data active = inhibition above about 50%
Scp-1 inhibitor: Scp-1 phosphatase inhibitors, primary screen, biochemical, colorimetric, uHTS; Carboxy-terminal domain RNA polymerase II polypeptide A small phosphatase 1 (Homo …; Recombinant Scp1, phosphopeptide, malachite green phosphate absorbance; 340,000 tested, 0.88% active; AID 493091, 2011; inhibition, % at 20 µM;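 active = inhibition above about 50% at 20 µM, limit read from the data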;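 note: plate controls were DMSO wells with enzyme for no effect and wells lacking enzyme for full effect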
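System: SCP-1 catalytic domain; Reagent: Phospho 17-mer peptide substrate; Doses: one concentration, 20 µM, with 1.0% DMSO; Incubation: 45 min room-temperature reaction, 5 min colour, 30 min stabiliser; Signal: Phosphate-binding colour reagent, absorbance read at 630 nm.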
SUMO1-SIM PPI: modulators of SUMO1 protein-protein interactions, primary screen, biochemical, uHTS | Small ubiquitin-related modifier 1 (Homo sapiens), P63165 | SUMO1 binding to a labelled peptide, TR-FRET, 1 h | inhibition, % at 20 µM | 360,000 tested, 0.33% active | AID 602429, 2012; in the data active = inhibition above about 37%
Target sequence (P63165 whole entry, looked up): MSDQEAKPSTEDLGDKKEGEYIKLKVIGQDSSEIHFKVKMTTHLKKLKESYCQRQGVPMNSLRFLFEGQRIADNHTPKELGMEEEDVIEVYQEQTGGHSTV
CSN inh: inhibitors of CSN-mediated cullin deneddylation, primary screen, biochemical, fluorescence polarization, uHTS; COP9 signalosome complex subunit 5 (Homo sapiens), Q92905; Purified CSN, SCF-Nedd8-OG deneddylation; inhibition, % at 12.5 µM; 360,000 tested, 0.38% active; AID 651999, 2013;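 active = pattern-corrected inhibition above about 35%, with an unprinted fluorescence ratio check between 0.5 and 1.5, limit read from the data, passing the limit was not always enough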;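 note: 0% = enzyme with substrate and 100% = substrate without enzyme; some results filed as inactive read as strong as hits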
Target sequence (Q92905 whole entry, looked up, one chain of several): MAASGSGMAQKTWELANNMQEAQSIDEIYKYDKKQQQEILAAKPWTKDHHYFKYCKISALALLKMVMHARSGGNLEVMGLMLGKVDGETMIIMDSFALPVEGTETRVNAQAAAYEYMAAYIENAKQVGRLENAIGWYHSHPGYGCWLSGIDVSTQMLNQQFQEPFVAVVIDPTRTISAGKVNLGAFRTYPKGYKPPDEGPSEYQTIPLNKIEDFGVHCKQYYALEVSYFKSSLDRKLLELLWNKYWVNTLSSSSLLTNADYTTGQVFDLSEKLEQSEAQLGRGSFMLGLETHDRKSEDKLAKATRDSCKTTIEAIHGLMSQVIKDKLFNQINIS
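Assay system: purified human Csn5 enzyme expressed in HEK293T cells; measure: % inhibition; also added: SCFSkp2-Nedd8OG substrate at 10 nM final; technique: fluorescence polarization; times: reaction 90 min, room temperature; medium: Tris buffer pH 7.5, NaCl, DTT, Tween-20, trehalose, ovalbumin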
STEP inh: STEP phosphatase inhibitors, primary screen, biochemical, fluorescence intensity, uHTS; Tyrosine-protein phosphatase non-receptor type 5 (Homo sapiens), P54829; recombinant STEP, OMFP fluorogenic substrate; inhibition, % at 20 µM; 360,000 tested, 0.25% active; AID 588621, 2011;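 active = inhibition at 20 µM, scaled per plate between control wells, above about 37%, limit read from the data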;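 note: 0% = DMSO with enzyme and substrate and 100% = substrate only without enzyme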
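Measure: Control-normalized % inhibition with plate pattern correction | Test system: STEP phosphatase, cell-free reaction | Medium: pH 6.0 Bis-Tris with DTT and Tween 20 | Technique: Fluorescence, 480/540 nm | Times: Reaction 20 min, ambient temperature | Doses: Single compound dose of 20 µM, 1% DMSO final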
TbMetRS inhib: T. brucei MetRS inhibitors, primary screen, biochemical, luminescence | purified T. brucei MetRS, ATP depletion, Kinase-Glo luminescence | inhibition, % at 11.9 µM | 360,000 tested, 0.4% active;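 active = inhibition above a per-plate cutoff of the control wells' mean inhibition plus 3 SD, cut at about 5.5% in these data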;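 note: 0% = DMSO wells median and 100% = median of wells with control inhibitor compound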
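Material – parasite MetRS enzyme · Medium – HEPES-MgCl2-KCl buffer plus DTT, spermine, BSA, pyrophosphatase · Reagent – ATP, methionine and E. coli bulk tRNA substrates · Times – 15 min enzyme-compound preincubation, 2 h reaction, 10 min detection, 25 °C · Measured by – luminescence of leftover ATP · Evaluation – percent inhibition relative to median high and low control wells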
LMPTP inh: LMPTP phosphatase inhibitors, primary screen, biochemical, fluorescence intensity, uHTS; inhibition, % at 20 µM; AID 651560, 2012; recombinant LMPTP-A, OMFP fluorogenic substrate; Low molecular weight phosphotyrosine protein phosphatase (Homo sapiens), P24666; 360,000 tested, 0.22% active;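 active = compounds that cut the enzyme signal by at least half of the control window in the single-dose screen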;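 note: plate controls were DMSO wells with enzyme plus substrate for no effect and substrate without enzyme for full effect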
Target sequence (P24666 whole entry, looked up): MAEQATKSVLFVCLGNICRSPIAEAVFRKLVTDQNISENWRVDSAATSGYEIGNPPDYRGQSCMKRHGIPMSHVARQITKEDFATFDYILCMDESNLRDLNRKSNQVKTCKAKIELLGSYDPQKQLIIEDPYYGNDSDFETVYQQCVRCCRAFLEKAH
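Buffer or medium: Bis-Tris pH 6.0, DTT, detergent; Assay system: LMPTP-A enzyme; Quantity: 0.625 nM enzyme; Detection: endpoint fluorescence intensity; Times: 50 min dark incubation at room temperature; Controls: substrate-only low control, DMSO enzyme-plus-substrate high control; Doses: single 20 µM dose; Read-out: percent inhibition versus substrate-only and uninhibited controls; Reagent: 400 µM OMFP.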
Numbers without * were called inactive.

What do the screens show for `COc1ccc(OC2CCN(S(=O)(=O)c3ccc(OC)cc3)CC2)cc1`?
NadD block: -15; MsrA inh: 0.2; Rpn11 block: inactive; DNMT1 inh: 2; Scp-1 inhibitor: -26; SUMO1-SIM PPI: -6; CSN inh: -2; STEP inh: 0; TbMetRS inhib: 0.3; LMPTP inh: 1.9

What do the screens show for `COc1ccc(NC(C)=O)cc1NC(=O)CSc1nnc(-c2ccncc2)n1C`?
NadD block: 3; MsrA inh: 0.5; Rpn11 block: inactive; DNMT1 inh: 1; Scp-1 inhibitor: -13; SUMO1-SIM PPI: -4; CSN inh: -1; STEP inh: -1; TbMetRS inhib: -0.4; LMPTP inh: 0.5

Results for COc1cccc(NC(=O)Nc2ccc(Cc3ccncc3)cc2)c1 ?
NadD block: -3; MsrA inh: -0.8; Rpn11 block: inactive; DNMT1 inh: -5; Scp-1 inhibitor: 0; SUMO1-SIM PPI: -5; CSN inh: 0; STEP inh: 1; TbMetRS inhib: -0.3; LMPTP inh: 1.0

What do the screens show for `COc1ccc(CNC(=O)CSc2nnc3c(n2)[nH]c2ccccc23)cc1`?
NadD block: -6; MsrA inh: -0.1; Rpn11 block: inactive; DNMT1 inh: 2; Scp-1 inhibitor: 0; SUMO1-SIM PPI: -1; CSN inh: -3; STEP inh: -2; TbMetRS inhib: 42*; LMPTP inh: -0.1

Results for COc1ccc(OC)c(-n2nnnc2SCC(=O)N2CCN(C(=O)c3ccco3)CC2)c1 ?
NadD block: 1; MsrA inh: 0.3; Rpn11 block: inactive; DNMT1 inh: 2; Scp-1 inhibitor: -3; SUMO1-SIM PPI: -4; CSN inh: -1; STEP inh: -8; TbMetRS inhib: -0.2; LMPTP inh: -0.7

Results for COc1ccc(CC(=O)Oc2ccc(Cl)cc2Br)cc1S(=O)(=O)N1CCOCC1 ?
NadD block: -2; MsrA inh: -0.6; Rpn11 block: inactive; DNMT1 inh: 2; Scp-1 inhibitor: 0; SUMO1-SIM PPI: 2; CSN inh: 1; STEP inh: -2; TbMetRS inhib: -0.5; LMPTP inh: -1.6

Results for C[C@@H]1ON(C)[C@H]2C[C@H]3c4cc(N5CCN(C)CC5)ccc4CCN3C(=O)[C@@H]12 ?
NadD block: 0; MsrA inh: -0.1; Rpn11 block: inactive; DNMT1 inh: 3; Scp-1 inhibitor: 0; SUMO1-SIM PPI: 3; CSN inh: -4; STEP inh: -3; TbMetRS inhib: -1.1; LMPTP inh: -4.4

What do the screens show for `Cc1cn([C@H]2C[C@H](O)[C@@H](CCC(=O)NCCc3c[nH]c4ccccc34)O2)c(=O)[nH]c1=O`?
NadD block: -2; MsrA inh: -0.5; Rpn11 block: inactive; DNMT1 inh: 6; Scp-1 inhibitor: 1; SUMO1-SIM PPI: 5; CSN inh: 2; STEP inh: 3; TbMetRS inhib: 0.1; LMPTP inh: -3.9

What do the screens show for `O=C(CCC(=O)N1CCOc2ccc(Cl)cc21)NCCCN1CCC(Cc2ccccc2)CC1`?
NadD block: -3; MsrA inh: -1.1; Rpn11 block: inactive; DNMT1 inh: 1; Scp-1 inhibitor: -11; SUMO1-SIM PPI: -3; CSN inh: -1; STEP inh: -3; TbMetRS inhib: -0.4; LMPTP inh: -1.4

What do the screens show for `O=S1(=O)CCC(NCC2CCCO2)C1` (configuration not stated)?
NadD block: -4; MsrA inh: -0.1; Rpn11 block: inactive; DNMT1 inh: 3; Scp-1 inhibitor: -4; SUMO1-SIM PPI: -2; CSN inh: -2; STEP inh: -4; TbMetRS inhib: -0.2; LMPTP inh: -0.9

How did O=C(N/N=C/c1cccnc1)c1ccc(S(=O)(=O)N2CCCCCC2)cc1 do in these assays?
NadD block: -9; MsrA inh: 1.6; Rpn11 block: inactive; DNMT1 inh: 1; Scp-1 inhibitor: -7; SUMO1-SIM PPI: -4; CSN inh: -3; STEP inh: 1; TbMetRS inhib: -0.1; LMPTP inh: -0.2

How did Cc1ccc(C2=NNC(=O)C(c3ccc(Cl)cc3)C2)cc1 (configuration not stated) do in these assays?
NadD block: -4; MsrA inh: -0.6; Rpn11 block: inactive; DNMT1 inh: -5; Scp-1 inhibitor: -1; SUMO1-SIM PPI: 0; CSN inh: 1; STEP inh: 5; TbMetRS inhib: -1.0; LMPTP inh: 1.1

What do the screens show for `COc1cccc(C2C(C(N)=O)=C(C)Nc3nc(CCCO)nn32)c1OC` (configuration not stated)?
NadD block: 1; MsrA inh: 1.8; Rpn11 block: inactive; DNMT1 inh: 1; Scp-1 inhibitor: 0; SUMO1-SIM PPI: 4; CSN inh: 1; STEP inh: 1; TbMetRS inhib: 0.6; LMPTP inh: -0.9

How did COc1cccc(/C=N/n2c(COc3ccccc3)n[nH]c2=S)c1 do in these assays?
NadD block: 1; MsrA inh: 1.1; Rpn11 block: inactive; DNMT1 inh: 2; Scp-1 inhibitor: 0; SUMO1-SIM PPI: -1; CSN inh: 2; STEP inh: 7; TbMetRS inhib: -0.2; LMPTP inh: 0.3

What do the screens show for `CC[n+]1c(/C=C2\C=C(C)CC(C)C2)sc2ccccc21` (configuration not stated)?
NadD block: 25; Rpn11 block: inactive; DNMT1 inh: 3; Scp-1 inhibitor: 6; SUMO1-SIM PPI: -4; CSN inh: 0; STEP inh: 1; TbMetRS inhib: -0.4; LMPTP inh: -0.8

How did Cc1ccc(C(=O)N2CCCC(CCC(=O)NCc3ccccc3F)C2)cn1 (configuration not stated) do in these assays?
NadD block: 5; MsrA inh: -1.1; Rpn11 block: inactive; DNMT1 inh: -1; Scp-1 inhibitor: 5; SUMO1-SIM PPI: 3; CSN inh: -3; STEP inh: 0; TbMetRS inhib: -0.1; LMPTP inh: -2.0

What do the screens show for `Cc1ccc(Cl)cc1NC(=O)COC(=O)CCN1C(=O)C2CC=CCC2C1=O` (configuration not stated)?
NadD block: 2; MsrA inh: 1.4; Rpn11 block: inactive; DNMT1 inh: -1; Scp-1 inhibitor: -3; SUMO1-SIM PPI: -3; CSN inh: 2; STEP inh: -1; TbMetRS inhib: -0.1; LMPTP inh: -0.4

Results for Cc1occc1C(=O)NNC(=S)NCC(C)C ?
NadD block: -7; MsrA inh: -0.6; Rpn11 block: inactive; DNMT1 inh: 2; Scp-1 inhibitor: -3; SUMO1-SIM PPI: -2; CSN inh: -4; STEP inh: -2; TbMetRS inhib: -0.7; LMPTP inh: -2.0

How did O=C(CC1OC(=O)c2ccccc21)NC1CCCCC1 (configuration not stated) do in these assays?
NadD block: -1; MsrA inh: -0.8; Rpn11 block: inactive; DNMT1 inh: 3; Scp-1 inhibitor: -5; SUMO1-SIM PPI: 1; CSN inh: 1; STEP inh: -1; TbMetRS inhib: -0.4; LMPTP inh: -0.7

What do the screens show for `O=C(c1ccccc1)N1CCCOC1c1ccccc1` (configuration not stated)?
NadD block: -1; MsrA inh: 0.8; Rpn11 block: inactive; DNMT1 inh: -5; Scp-1 inhibitor: -8; SUMO1-SIM PPI: 3; CSN inh: -3; STEP inh: -4; TbMetRS inhib: -0.2; LMPTP inh: -0.5

Results for Cc1ccc(-n2c(Cn3nc(C(F)(F)F)cc3C)n[nH]c2=S)cc1 ?
NadD block: 0; Rpn11 block: inactive; DNMT1 inh: 4; Scp-1 inhibitor: 0; SUMO1-SIM PPI: 0; CSN inh: 0; STEP inh: 0; TbMetRS inhib: -1.3; LMPTP inh: -0.9

Results for COc1ccccc1-c1sc2cc3c(cc2c1C#CCO)OCO3 ?
NadD block: -1; MsrA inh: 1.7; Rpn11 block: inactive; DNMT1 inh: -22; Scp-1 inhibitor: -11; SUMO1-SIM PPI: 2; CSN inh: 2; STEP inh: -2; TbMetRS inhib: -0.3; LMPTP inh: 1.1

What do the screens show for `CCN(CC)S(=O)(=O)c1cccc(NC(=O)COc2ccc(Cl)cc2Br)c1`?
NadD block: 1; MsrA inh: 2.5; Rpn11 block: inactive; DNMT1 inh: -4; Scp-1 inhibitor: -15; SUMO1-SIM PPI: -3; CSN inh: 7; STEP inh: -3; TbMetRS inhib: -0.5; LMPTP inh: 2.1

What do the screens show for `C[C@@H]1CN([C@H](C)CO)C(=O)CCCn2nncc2CO[C@@H]1CN(C)C(=O)C1CC1`?
NadD block: 1; MsrA inh: 1.4; Rpn11 block: inactive; DNMT1 inh: 10; SUMO1-SIM PPI: 1; CSN inh: 0; STEP inh: -2; TbMetRS inhib: -0.9; LMPTP inh: -3.2

Ordered by molar mass (smallest number first): some entries from above
Results for Cc1occc1C(=O)NNC(=S)NCC(C)C ?
NadD block: -7; MsrA inh: -0.6; Rpn11 block: inactive; DNMT1 inh: 2; Scp-1 inhibitor: -3; SUMO1-SIM PPI: -2; CSN inh: -4; STEP inh: -2; TbMetRS inhib: -0.7; LMPTP inh: -2.0

How did O=C(CC1OC(=O)c2ccccc21)NC1CCCCC1 (configuration not stated) do in these assays?
NadD block: -1; MsrA inh: -0.8; Rpn11 block: inactive; DNMT1 inh: 3; Scp-1 inhibitor: -5; SUMO1-SIM PPI: 1; CSN inh: 1; STEP inh: -1; TbMetRS inhib: -0.4; LMPTP inh: -0.7

Results for Cc1ccc(-n2c(Cn3nc(C(F)(F)F)cc3C)n[nH]c2=S)cc1 ?
NadD block: 0; Rpn11 block: inactive; DNMT1 inh: 4; Scp-1 inhibitor: 0; SUMO1-SIM PPI: 0; CSN inh: 0; STEP inh: 0; TbMetRS inhib: -1.3; LMPTP inh: -0.9
